# Casp7 inh: qHTS Assay for Allosteric/Competitive Inhibitors of Caspase-7; AID 889, 2007; Potency, µM (highest dose often 57.5 µM), for inactives: at the top dose activity change, negative = inhibition, actives largely listed as inhibitors; recombinant caspase-7, Ac-DEVD-AFC fluorescence rate; 0.02% of 75,000 active; P55210; active means well fitted inhibition curve with a large enough effect in the main read-out, with a control signal flat, not every such curve was filed as active; inconclusive means small, poorly fitted or top-dose-only effect, or a change in a side signal; further: potency means the concentration at half of the fitted maximal effect; % of control where 0% means no effect
# Target sequence (P55210 24-198 limits assumed): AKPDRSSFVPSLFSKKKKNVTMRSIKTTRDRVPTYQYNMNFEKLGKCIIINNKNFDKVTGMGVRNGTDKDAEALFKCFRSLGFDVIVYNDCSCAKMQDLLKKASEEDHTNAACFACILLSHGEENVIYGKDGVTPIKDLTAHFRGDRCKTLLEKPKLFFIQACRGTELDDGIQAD
# Target sequence (P55210 207-303 limits assumed): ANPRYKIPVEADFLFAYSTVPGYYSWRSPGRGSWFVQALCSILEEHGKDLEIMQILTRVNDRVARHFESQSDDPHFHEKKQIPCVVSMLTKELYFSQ
# HEK293 cAMP cs: qHTS Assay for Agonists of the Thyroid Stimulating Hormone Receptor: Activators of Intracellular cAMP Concentrations in Parental HEK 293; 2.5% of 73,000 active; AID 938, 2007; parental HEK293 CNG cAMP sensor, membrane potential fluorescence; Potency, µM (top dose mostly 57.1 µM), inactives show top-dose activation, most hits filed as activators; further: potency means the concentration at half of the fitted maximal effect; % of control where 0% means no effect; nearly all actives have a fitted effect of over 55% in size
#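 Parental HEK 293 cells stably expressing a modified CNG channel (no TSHR) report cAMP rise as membrane depolarization. Membrane potential dye with 100 uM RO 20-1724 was loaded for 60 min at room temperature, then compound added for 30 min; fluorescence read at 590 nm.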
# BRCT inh red: qHTS Assay for Inhibitors of BRCT-Phosphoprotein Interaction (Red Fluorophore) | Breast cancer type 1 susceptibility protein (Homo sapiens), P38398 | BRCT-phosphopeptide binding, red fluorescence polarization | Potency, µM (series often up to 76.9 µM), without a hit: at the highest dose activity change, negative = inhibition, most hits filed as inhibitors | 0.03% of 75,000 active | AID 892, 2007; further: on the % scale 0 is the no-effect control and ±100 the full control effect
#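 Fluorescence polarization: 100 nM His-tagged BRCA1 BRCT with 100 nM TAMRA-labelled phospho-BACH1 decapeptide, phosphate buffer pH 7.3 with 150 mM NaCl, DTT, 0.01% Tween 20; 12 min RT. Binding inhibition seen as FP decrease.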
# Fluorescein fluor: qHTS Assay for Spectroscopic Profiling in Fluorescein Spectral Region | max fluorescein-equivalent concentration, M | 0.91% of 59,000 active | Compound autofluorescence, 480/540 nm, fluorescein-equivalent; active compounds read high; in the data active means max fluorescein-equivalent concentration above about 10 nM; inconclusive means between about 1.1 nM and that limit
#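 Values reflect compound autofluorescence, normalized to fluorescein on the same plate and reported at each tested concentration. Conditions: 100 mM Tris pH 8.0, room temperature, 15 min, excitation 480 nm, emission 540 nm.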
# A350 fluor: qHTS Assay for Spectroscopic Profiling in A350 Spectral Region | Compound autofluorescence, 340/450 nm, Alexa 350 dye-equivalents; active compounds read high | max dye-equivalent concentration, M | 11% of 59,000 active | AID 590, 2007; in the data active means max dye-equivalent concentration above about 10 nM; inconclusive means mostly about 1.1 nM to 9.6 nM
# USP2a inh: qHTS Assay for Inhibitors of Ubiquitin-specific Protease USP2a; Ubiquitin carboxyl-terminal hydrolase 2 (Homo sapiens), O75604; USP2a enzymatic assay, qHTS inhibition; Potency, µM (series often up to 38.3 µM), for inactives: at the highest dose activity change, negative = inhibition, most hits filed as inhibitors; 0.1% of 60,000 active; AID 927, 2007;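 further: potency means the concentration at half of the fitted maximal effect; nearly all actives have a fitted effect of over 60% in size; plate controls were DMSO for no effect and NEM full inhibition control for full effect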
#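 USP2 core (20 nM final) was preincubated with compound for 30 min at RT in 20 mM Tris-HCl pH 8.0, 2 mM CaCl2, 2 mM beta-mercaptoethanol; Ub-PLA2 (20 nM) plus NBD C6-HPC (20 uM) then added, fluorescence read after 2.5 h.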
# Rhodamine fluor: qHTS Assay for Spectroscopic Profiling in Rhodamine Spectral Region; 0.05% of 59,000 active; max dye-equivalent concentration, M; Rhodamine-region fluorescence, 547/598 nm, Tris buffer; active compounds read high; in the data active means max dye-equivalent concentration above about 11 nM; inconclusive means between about 1.1 nM and that limit
#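 Compounds in 100 mM Tris buffer, pH 8.0, were incubated 15 min at room temperature, then read at 547 nm excitation and 598 nm emission. Fluorescence was normalized against a per-plate six-point rhodamine standard curve as dye-equivalent concentration.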
# TexasRed autofl: qHTS Assay for Spectroscopic Profiling in Texas Red Spectral Region; Compound fluorescence, Texas Red channel, 547/618 nm; active compounds read high; max dye-equivalent concentration, M; 0.06% of 59,000 active; in the data active means max dye-equivalent concentration above about 10 nM; inconclusive means between about 1.1 nM and that limit
#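 Compound fluorescence was read after 15 min at room temperature in 100 mM Tris, pH 8.0, using 547 nm excitation and 618 nm emission across a concentration series. It was expressed as Texas Red dye-equivalent concentration from an on-plate standard curve.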
# BRCT PPI green: qHTS Assay for Inhibitors of BRCT-Phosphoprotein Interaction (Green Fluorophore); Potency, µM (highest dose often 76.9 µM), for inactives: at the highest dose activity change, negative = inhibition, actives largely listed as inhibitors; Breast cancer type 1 susceptibility protein (Homo sapiens), P38398; 0.05% of 75,000 active; BRCA1 BRCT-phosphopeptide binding, green fluorescence polarization;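 further: potency means the concentration at half of the fitted maximal effect; plate controls were peptide without protein for full effect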
#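 Compounds were incubated for 12 min at room temperature with a complex of 100 nM fluorescein-tagged pBACH1 decapeptide and 250 nM His-tagged BRCT protein. Buffer was phosphate pH 7.3 with EDTA, DTT and Tween 20. Disruption of binding lowers the polarization signal.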
# Caspase-1 inhib: qHTS Assay for Allosteric/Competitive Inhibitors of Caspase-1. P29466. Caspase-1 enzyme, Ac-WEHD-AFC fluorogenic rate. Potency, µM (top dose mostly 57.5 µM), for inactives: top-dose activity change, negative = inhibition, most hits filed as inhibitors. 0.03% of 75,000 active. AID 900, 2007;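 further: potency means the concentration at half of the fitted maximal effect; plate controls were vehicle for no effect and no substrate for full effect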
# Target sequence (P29466 120-297 limits assumed): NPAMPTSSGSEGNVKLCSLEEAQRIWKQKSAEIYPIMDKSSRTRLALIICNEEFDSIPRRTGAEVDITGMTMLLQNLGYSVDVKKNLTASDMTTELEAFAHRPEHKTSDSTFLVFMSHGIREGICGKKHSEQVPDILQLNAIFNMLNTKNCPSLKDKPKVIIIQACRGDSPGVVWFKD
# Target sequence (P29466 317-404 limits assumed): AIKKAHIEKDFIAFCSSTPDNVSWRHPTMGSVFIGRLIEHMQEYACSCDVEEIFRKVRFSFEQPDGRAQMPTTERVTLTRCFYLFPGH
# 4MU fluor: qHTS Assay for Spectroscopic Profiling in 4-MU Spectral Region | AID 589, 2007 | 11% of 59,000 active | compound autofluorescence, 340/450 nm, 4-MU equivalents; active compounds read high | max dye-equivalent concentration, M; in the data active means max dye-equivalent concentration above about 10 nM; inconclusive means mostly about 1.1 nM to 9.6 nM
#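 Intrinsic fluorescence at 340/450 nm (ex/em) was read after 15 min at room temperature in pH 8.0, 100 mM Tris. Each compound concentration expressed as 4-MU-equivalent concentration from a six-point 4-MU standard series on each plate.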
# * = called active by the depositor; i = inactive; ? = inconclusive; / = no result given; & = joins results of further samples; [ ] = another dose, or the depositor's remark. Unless noted, the call rests on the fitted dose curve; in most records, active means well fitted curve in the direction sought with a large enough effect; inconclusive means small, poorly fitted or top-dose-only effect, or another doubt; inactive means no such curve, though single readings can be large; an effect the other way counts as inactive or inconclusive. Some of the compounds tested, so the mix of outcomes need not match the whole.
cpd	SMILES	Casp7 inh	HEK293 cAMP cs	BRCT inh red	Fluorescein fluor	A350 fluor	USP2a inh	Rhodamine fluor	TexasRed autofl	BRCT PPI green	Caspase-1 inhib	4MU fluor
1	O=C(CS(=O)CC(=O)Nc1cccc2c1CCCC2)Nc1ccc(F)cc1 (stereo unspecified)	0%	-4%	-0.4%	i	i	2%	i	i	-1.0%	-1%	i
2	CCOC(=O)CN(C(=O)CSc1nnc(-c2ccc(OC)c(OC)c2)o1)c1ccc(F)cc1	1%	4%	-1.2%	i	i	43%[activator]	i	i	1.8%	0%	i
3	O=C(CSc1ncccc1-c1nc2ccccc2[nH]1)NCc1ccco1	-13%	-3%	-0.8%	?	7e-08M*	19%	i	i	1.5%	-12%	4.7e-08M*
4	C=CCOc1cccc(C2C(C(=O)c3ccco3)=C(O)C(=O)N2CCN2CCOCC2)c1 (stereo unspecified)	-4%	9%	0.3%	?	i	20%	i	i	2.7%	-4%	i
5	C(=C\c1ccccc1)/CSc1nnc(-c2cnccn2)n1Cc1ccco1	-6%	13µM*	-1.1%	?	i	12%	i	i	4.9%	-3%	i
6	CC(C(=O)Nc1cccnc1)N1C(=O)C2C3C=CC(C3)C2C1=O (stereo unspecified)	0%	14%[2.29 µM]	-0.3%	i	i	-1%	i	i	-3.5%	0%	i
7	CCOC(=O)C1CCCN(C(=O)Cn2nc(Cc3cccnc3)c3ccccc3c2=O)C1 (stereo unspecified)	-1%	1%	0.6%	/	/	/	/	/	-1.4%	0%	/
8	CCOC(=O)c1nnn(-c2nonc2NC(C)=O)c1C	1%	8%	-1.5%	i	i	3%	i	i	-0.8%	1%	i
9	COc1cccc(C2CC(c3cccc(Br)c3)n3ncnc3N2)c1 (stereo unspecified)	-1%	14%	-0.8%	/	/	/	/	/	-0.8%	-1%	/
10	COCC(=O)n1nc(NCc2ccc(OC)cc2)nc1NCc1ccc(OC)cc1	-2%	18%	-1.2%	i	i	2%	i	i	-1.2%	1%	i
11	CC(C)(C)NS(=O)(=O)c1ccc(CCC(=O)N2CCOCC2)cc1	1%	6%	-0.5%	i	i	3%	i	i	-1.8%	-1%	i
12	Cc1c(Br)cc(C(=O)NCCCN2CCOCC2)c(C)c1C	1%	?	-1.6%	/	/	9%[7.66 µM]	/	/	12%	-2%	/
13	CCC(c1nnnn1C(C)(C)C)N(CCOC)Cc1cc2cccc(C)c2n2nnnc12 (stereo unspecified)	3%	0%	-0.1%	i	i	5%	i	?	-0.9%	0%	i
14	Cc1cc(=O)n2nc(N3CCCC(C(=O)NCc4ccc5c(c4)OCO5)C3)sc2n1 (stereo unspecified)	-4%	5%	0.7%	?	i	3%	i	i	0.7%	0%	i
15	CCOC(=O)C1CCCN(Cc2nc(N)nc(Nc3ccccc3)n2)C1 (stereo unspecified)	-1%	11%	-2.0%	i	i	74%[activator]	i	i	0.9%	-2%	i
16	COc1ccc(NCc2nnc(SCC(=O)Nc3cc(C)cc(C)c3)o2)cc1	0%	-11%	-0.7%	i	i	-9%	i	i	0.3%	1%	i
17	Cc1c(C(C)O)nnn1-c1nonc1N (stereo unspecified)	1%	4%	-0.2%	i	i	-6%	i	i	-0.8%	0%	i
18	Cn1c(-c2cc(Br)ccc2O)n[nH]c1=S	-2%	?	-0.7%	/	/	/	/	/	-0.6%	-1%	/
19	COc1ccc(OC)c(S(=O)(=O)N2CCC(C(=O)Nc3cccc(C)c3C)CC2)c1	0%	5%	-0.9%	i	i	8%	i	i	-2.0%	0%	i
20	COc1ccc(-n2nc(C(=O)N3CCC(C#N)CC3)c3c4ccccc4n(C)c3c2=O)cc1	-1%	-4%	-0.5%	/	/	/	/	/	-1.6%	-2%	/
21	CCc1c(O)nc(SCC(=O)Nc2ccccc2OC)[nH]c1=O	-2%	13%[11.4 µM]	-2.0%	/	/	2%[7.66 µM]	/	/	0.1%	-5%	/
22	CCc1ccc(CNCc2cccnc2)cc1	7%	5%	-1.1%	?	i	0%	i	i	-1.2%	2%	i
23	Cc1ccc(NC(=O)CSC2=C(C#N)C(c3ccco3)C3=C(CCCC3=O)N2)cc1 (stereo unspecified)	/	/	/	?	i	/	i	i	/	/	i
24	CCCS(=O)(=O)N1CCCC(C(=O)NCCN(CC)CC)C1 (stereo unspecified)	3%	6%	-0.6%	i	i	-6%	i	i	-2.7%	0%	i
25	c1ccc(Sc2nc(N3CCCCC3)nc(N3CCCCC3)n2)nc1	-2%	?	0.6%	/	/	-28%[7.66 µM]	/	/	1.3%	0%	/
26	O=C(NC1CCCc2ccccc21)C1CCN(c2c3c(nc4ncnn24)CCC3)CC1 (stereo unspecified)	-3%	19%	1.7%	?	?	33%[activator]	i	i	-2.7%	0%	i
27	O=C(CCN1C(=O)C2C3C=CC(C3)C2C1=O)NCC1CCCO1 (stereo unspecified)	0%	10%	-0.8%	i	i	-4%	i	i	-1.5%	2%	i
28	O=C(O)/C=C(/c1ccccc1)C(F)(F)F	0%	4%	-0.4%	/	/	1%	/	/	-1.3%	-1%	/
29	Nc1nc(SCC(=O)O)[nH]c(=O)c1N	-8%[11.5 µM]	6%[11.4 µM]	0.9%[15.4 µM]	i	6.7e-08M*	/	i	i	-1.1%[15.4 µM]	-11%[11.5 µM]	6.8e-08M*
30	COC(=O)[C@@]1(Cc2ccc(OC)cc2)[C@@H]2C(=CC(=O)[C@H]2CC(=O)C(=O)N(C)C)CN1C(=O)c1ccccc1	-1%	4%	2.6%	/	/	/	/	/	4.2%	0%	/
31	Cc1cc(C)nc(SCc2nc3ccccc3n2C)n1	0%	-3%	-2.4%	i	i	7%	i	?	-0.6%	2%	i
32	O=C(CSc1nnc(Cc2ccccc2)o1)NC1CCCCC1	2%	7%	0.3%	?	i	8%	i	?	-2.6%	1%	i
33	CCOC(=O)c1c(NC(=O)CSc2nnnn2-c2ccc3c(c2)OCCO3)sc(C)c1C	-2%	19%	0.5%	i	i	17%	i	i	-1.0%	-1%	i
34	O=P(O)(CN1CCCCC1)C1CCCCC1O (stereo unspecified)	-1%	9%	-0.4%	/	/	/	/	/	-1.5%	0%	/
35	COc1ccc(OCCOCC(O)CN2CCOCC2)cc1 (stereo unspecified)	0%	0%	0.1%	?	1.5e-08M*	-5%	i	?	-3.0%	3%	1.6e-08M*
36	COC(=O)C(C)n1cnc2c(cnn2-c2ccc(Cl)cc2)c1=O (stereo unspecified)	-1%	13%	1.1%	i	i	2%	i	?	-0.5%	2%	i
37	COC(=O)C1=C(C)N(Cc2ccccc2)C2=C(C(C)=O)C[C@@](O)(C(=O)OC)C(=O)N2C1c1ccccc1 (stereo partly specified)	0%&0%[11.5 µM]	19%&17%[11.4 µM]	0.7%&-0.7%[15.4 µM]	/	/	/	/	/	0.9%&-0.8%[15.4 µM]	0%&-3%[11.5 µM]	/
38	CSc1ccccc1NC(=O)CN(c1cc(C)cc(C)c1)S(C)(=O)=O	0%	10%	0.8%	i	i	8%	i	i	-2.1%	1%	i
39	CC1(C)OC2C(CO)OC(n3cnc4c(=O)[nH]cnc43)C2O1 (stereo unspecified)	1%	/	-0.6%	/	/	-11%	/	/	0.8%	0%	/
40	CC1(C)OC(=O)N(c2ccccn2)C1(C)O (stereo unspecified)	1%	-1%	0.6%	i	i	-5%	i	i	-1.1%	-4%	i
41	O=C(COC(=O)c1ccc(S(=O)(=O)N2CCOCC2)cc1)NC1CCCCCC1	-1%	-12%	-1.4%	i	i	0%	i	i	-4.2%	0%	i
42	CC(C)(C)c1ccc(S(=O)(=O)NCCc2ccncc2)cc1	0%	27%	0.5%	i	i	15%	i	i	-1.0%	1%	i
43	CCc1ccc(C(=O)CSc2n[nH]c(C)n2)cc1	2%	2%[11.4 µM]	-0.1%	/	/	5%[7.66 µM]	/	/	-0.8%	-4%	/
44	CCN1CCc2c(C#N)c(N3CCOCC3)nc(NCc3ccccc3)c2C1	/	/	/	i	6.4e-08M*	/	i	i	/	/	5.4e-08M*
45	CCOc1ccc(C(=O)Nc2ccc(N3CCCC3)cc2)cc1	-1%	-16%	0.1%	i	i	/	i	i	-1.7%	-4%	i

# Source: PubChem BioAssay
